# bub3 = NCI yeast anticancer drug screen, S. cerevisiae bub3 mutant strain; % growth inhibition at 50 µM; AID 167; 9.9% of 78,000 active;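 further: 0% = growth of vehicle-only cultures of the same strain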
#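 Growth of a checkpoint-deficient yeast mutant is measured after compound exposure. Values represent inhibition relative to vehicle.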
# yeast mec2-1 = NCI yeast anticancer drug screen, S. cerevisiae mec2-1 strain | AID 157 | % growth inhibition at 50 µM | 9% of 79,000 active;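 further: 0% = growth of vehicle-only cultures of the same strain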
#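 Strain: mec2-1 (DNA repair/cell cycle alteration). Compound exposure, then growth measured; inhibition expressed relative to vehicle.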
# yeast sgs1 mgt1 = NCI yeast anticancer drug screen, S. cerevisiae sgs1 mgt1 strain | growth inhibition, % at 50 µM | 10% of 78,000 active;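 further: 0% = growth of vehicle-only cultures of the same strain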
#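 Inhibition of yeast growth, normalised to vehicle-treated controls, is reported for a strain bearing genetic alterations in DNA damage repair.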
# rad50 = NCI yeast anticancer drug screen, S. cerevisiae rad50 strain. % growth inhibition at 50 µM. 10% of 79,000 active. AID 155;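 further: 0% = growth of vehicle-only cultures of the same strain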
#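 Cells are treated with compound, grown, and their growth is then scored against vehicle-only cultures of the same repair-deficient yeast strain.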
# mlh1 rad18 = NCI yeast anticancer drug screen, S. cerevisiae mlh1 rad18 strain. growth inhibition, % at 50 µM. 11% of 79,000 active;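 further: 0% = growth of vehicle-only cultures of the same strain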
#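 Genetically defined yeast (DNA repair-deficient) exposed to compounds; growth inhibition determined relative to vehicle.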
# yeast cln2 rad14 = NCI yeast anticancer drug screen, S. cerevisiae cln2 rad14 strain. growth inhibition, % at 50 µM. 8.3% of 78,000 active. AID 165;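 further: 0% = growth of vehicle-only cultures of the same strain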
#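 Relative to vehicle controls, growth inhibition of compound-treated cln2 rad14 yeast was recorded.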
# The depositor's hits bear a star. No stated cut-off is given here; in the data, active means growth inhibition above about 70%; inactive means the rest. The order is random. About 14% of those tested had a hit in this group.
# Start of the data: the first 17 entries (preview)
Structure	bub3	yeast mec2-1	yeast sgs1 mgt1	rad50	mlh1 rad18	yeast cln2 rad14
CCOC(=O)C(C)C1CCCc2c(C)ccc(C)c21 (stereo not drawn)	8	10	1	-8	3	-2
CCCC(C)C1CCC(OC(C)=O)CC1 (stereo not drawn)	0	3	0	6	-1	-9
Nc1c(C(=O)Nc2ccc(S(N)(=O)=O)cc2)[n+]([O-])c2ccccc2[n+]1[O-]	-10	-10	0	-8	-6	1
COc1ccc(C2=N/C(=C\c3ccccc3)C(=O)O2)cc1	-4	9	28	-4	-1	-22
Cc1cc(C)c(S(=O)(=O)Nc2ccccc2F)c(C)c1	29	31	63	40	57	7
CSc1n[nH]c(NC(=O)c2ccccc2Br)n1	4	-1	29	4	30	-20
C/C(CC(=O)Nc1ccc(C)cc1C)=N/N=C(N)N	-18	-17	-15	-11	-17	15
CCCC1(C)COC(=O)OC1	7	6	18	6	20	14
Oc1cc2cc(-c3ccccc3)[nH]c2c2ccccc12	-2	-5	-1	-11	1	19
O=C(c1ccccc1)c1cc(O)ccc1O	-34	14	-14	-6	4	-18
O=C(Nc1ccc(Nc2ccc3c(c2)C(=O)c2ccccc2C3=O)c2c1C(=O)c1ccccc1C2=O)c1ccccc1	-15	-15	-15	-36	-26	-37
N#CC12CC3(CCC1CCC1(C2)OCCO1)OCCO3 (stereo not drawn)	4	3	-4	-14	-1	-7
NC(=S)N/N=C1\CCCC\C1=C/c1ccccc1	14	7	42	1	26	1
Cc1ccc([P+](CCN2C(=O)c3ccccc3C2=O)(c2ccc(C)cc2)c2ccc(C)cc2)cc1	91*	90*	90*	90*	88*	88*
Cc1ccc(N2SC(Cl)(Cl)N(c3ccc(C)cc3)SC2(Cl)Cl)cc1	1	-6	-3	11	2	-14
CC(=O)C1(SCCO)CCC2C3CCC4=CC(=O)CCC4(C)C3CCC21C (stereo not drawn)	41	70	97*	92*	77*	-3
O=C(CCl)OCC(CCl)OC(=O)CCl (stereo not drawn)	42	29	37	-4	1	-15

# This part in full (from the top)
Structure	bub3	yeast mec2-1	yeast sgs1 mgt1	rad50	mlh1 rad18	yeast cln2 rad14
CCOC(=O)C(C)C1CCCc2c(C)ccc(C)c21 (stereo not drawn)	8	10	1	-8	3	-2
CCCC(C)C1CCC(OC(C)=O)CC1 (stereo not drawn)	0	3	0	6	-1	-9
Nc1c(C(=O)Nc2ccc(S(N)(=O)=O)cc2)[n+]([O-])c2ccccc2[n+]1[O-]	-10	-10	0	-8	-6	1
COc1ccc(C2=N/C(=C\c3ccccc3)C(=O)O2)cc1	-4	9	28	-4	-1	-22
Cc1cc(C)c(S(=O)(=O)Nc2ccccc2F)c(C)c1	29	31	63	40	57	7
CSc1n[nH]c(NC(=O)c2ccccc2Br)n1	4	-1	29	4	30	-20
C/C(CC(=O)Nc1ccc(C)cc1C)=N/N=C(N)N	-18	-17	-15	-11	-17	15
CCCC1(C)COC(=O)OC1	7	6	18	6	20	14
Oc1cc2cc(-c3ccccc3)[nH]c2c2ccccc12	-2	-5	-1	-11	1	19
O=C(c1ccccc1)c1cc(O)ccc1O	-34	14	-14	-6	4	-18
O=C(Nc1ccc(Nc2ccc3c(c2)C(=O)c2ccccc2C3=O)c2c1C(=O)c1ccccc1C2=O)c1ccccc1	-15	-15	-15	-36	-26	-37
N#CC12CC3(CCC1CCC1(C2)OCCO1)OCCO3 (stereo not drawn)	4	3	-4	-14	-1	-7

# Some of the entries above in another layout.
# Second line of a record: bub3 | yeast mec2-1 | yeast sgs1 mgt1 | rad50 | mlh1 rad18 | yeast cln2 rad14
- Cc1cc(C)c(S(=O)(=O)Nc2ccccc2F)c(C)c1
 : 29 | 31 | 63 | 40 | 57 | 7
- CSc1n[nH]c(NC(=O)c2ccccc2Br)n1
 : 4 | -1 | 29 | 4 | 30 | -20

# Going on with the list:
Structure	bub3	yeast mec2-1	yeast sgs1 mgt1	rad50	mlh1 rad18	yeast cln2 rad14
NC(=S)N/N=C1\CCCC\C1=C/c1ccccc1	14	7	42	1	26	1
Cc1ccc([P+](CCN2C(=O)c3ccccc3C2=O)(c2ccc(C)cc2)c2ccc(C)cc2)cc1	91*	90*	90*	90*	88*	88*
Cc1ccc(N2SC(Cl)(Cl)N(c3ccc(C)cc3)SC2(Cl)Cl)cc1	1	-6	-3	11	2	-14
CC(=O)C1(SCCO)CCC2C3CCC4=CC(=O)CCC4(C)C3CCC21C (stereo not drawn)	41	70	97*	92*	77*	-3
O=C(CCl)OCC(CCl)OC(=O)CCl (stereo not drawn)	42	29	37	-4	1	-15
CCCCCCCCCCCCCCNC(=O)C(C)O (stereo not drawn)	11	-24	-16	2	-2	-35
Clc1ccc(OCCSCCCCCCCCCCSCCOc2ccc(Cl)cc2)cc1	-9	-3	14	-2	-21	-24
COc1c(-c2ccc(F)cc2)oc2c(CC(=O)O)cccc2c1=O	-8	-19	-27	0	-26	3
COc1cc2c(c(OC)c1OC)-c1ccc(SC)c(=O)cc1C(N=C(NC1OCC(OC(C)=O)C(OC(C)=O)C1OC(C)=O)SN(NC(=O)OCc1ccccc1)C(=O)OCc1ccccc1)CC2 (stereo not drawn)	-2	10	24	6	32	-12
Cc1[nH]c2c(ccc3c2ccc2c(=O)c(C)c(C)[nH]c23)c(=O)c1C	0	-7	-4	-2	2	-29
COC(OC)C1(CCc2ccc(Cl)cc2)NC(=O)N(C)C1=O (stereo not drawn)	10	-11	-13	-13	-15	-90
Cc1ccc(N=Nc2ccc(N(CCC#N)CCC#N)cc2C)c(Br)c1	-3	7	32	24	42	-45
Cc1ccc2c(c1)C1(c3ccc(Cl)c(Cl)c3)Oc3ccc(C)cc3C(c3ccc(Cl)c(Cl)c3)(O2)O1	4	5	-7	4	-3	2
NCCn1c(-c2ccccc2)nc2ccccc2c1=O	-6	-12	-9	-5	-5	-39
C1=CC=C(N=P(c2ccccc2)(c2ccccc2)c2ccccc2)CC=C1	7	-4	26	33	48	19
Nc1nnc(-c2cccnc2)s1	-7	-13	-11	12	-7	5
C1=C(C2=C[P+](c3ccccc3)(c3ccccc3)C=C(c3ccccc3)O2)OC(c2ccccc2)=C[P+]1(c1ccccc1)c1ccccc1	7	-7	-5	-10	18	71*
CN1CCCCCCC1COC(=O)C(c1ccccc1)c1ccccc1 (stereo not drawn)	23	-15	-1	-9	-12	-51
CCOc1cc2c(cc1C/C=C/c1cc(OC)c(OC)c(OC)c1)OCO2	-5	-20	8	0	4	-15
C#CCCOC(=O)CC1=C(C)/C(=C/c2ccc(S(C)=O)cc2)c2ccc(F)cc21 (stereo not drawn)	86*	90*	88*	84*	86*	85*
CCOC(=O)c1c(C)c(C)cc(C)c1C	2	-8	-5	-5	-11	6
CCC(c1ccccc1)c1cc(C(C)(C)C)cc(C(C)(C)C)c1O (stereo not drawn)	25	-36	-15	32	1	-2
CCOC(=O)c1c[nH]c(=S)[nH]c1=O	-1	-8	19	9	-11	-15
CC[N+]1=C(/C=C\c2cc(C)c3cccnc3c2O)C(C)(C)c2ccccc21	93*	49	48	54	52	77*
C=CCC(OC(C)=O)c1ccc2c(c1)OCO2 (stereo not drawn)	8	16	-10	1	0	-32
C/C=C/C1(C)/C(=N\O)C(C)(CCC)C(=O)N1O (stereo not drawn)	-14	-15	-7	-30	-23	4
CC(=O)c1ccc(NC(=O)COC(=O)c2cccc3c(=O)c4ccccc4[nH]c23)cc1	-11	11	-43	-15	-6	1
NC(N)=NOCC(=O)O	4	-15	-9	-7	-16	-43

# Compound activity as filed in PubChem BioAssay.
